DAGLB inh: DAGLB lipase inhibitors, primary screen, biochemical, fluorescence, HTS; AID 504411, 2011; inhibition, % at 5.17 µM; HEK293T DAGLB membrane lysate, EnzChek fluorogenic substrate; 340,000 compounds, 0.059% hits; in the data active = inhibition above about 34%;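 note: 0% = enzyme with vehicle and 100% = wells lacking enzyme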
Target sequence (Q8NCG7 whole entry, looked up): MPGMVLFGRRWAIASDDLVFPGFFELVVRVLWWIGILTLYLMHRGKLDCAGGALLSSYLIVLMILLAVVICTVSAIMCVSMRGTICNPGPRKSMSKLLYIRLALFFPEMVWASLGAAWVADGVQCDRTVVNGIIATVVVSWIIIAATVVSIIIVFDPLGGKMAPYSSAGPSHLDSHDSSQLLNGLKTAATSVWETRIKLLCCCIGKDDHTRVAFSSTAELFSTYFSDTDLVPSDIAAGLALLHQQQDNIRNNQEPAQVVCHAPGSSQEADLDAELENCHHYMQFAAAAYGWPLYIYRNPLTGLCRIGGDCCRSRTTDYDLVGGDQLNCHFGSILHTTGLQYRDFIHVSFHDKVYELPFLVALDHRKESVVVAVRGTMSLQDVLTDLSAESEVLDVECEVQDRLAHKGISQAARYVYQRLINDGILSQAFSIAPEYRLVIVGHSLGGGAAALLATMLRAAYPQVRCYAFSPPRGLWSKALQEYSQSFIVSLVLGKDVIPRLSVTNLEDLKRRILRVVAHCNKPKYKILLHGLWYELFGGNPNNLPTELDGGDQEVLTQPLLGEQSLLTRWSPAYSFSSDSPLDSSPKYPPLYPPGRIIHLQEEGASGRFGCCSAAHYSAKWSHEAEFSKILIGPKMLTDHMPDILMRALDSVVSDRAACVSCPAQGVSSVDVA
OPRM1-OPRD1 ag: agonists of OPRM1-OPRD1 heterodimerization, primary screen, cell-based, luminescence. Mu-type opioid receptor (Homo sapiens) + Delta-type opioid receptor (Homo sapiens), …. 340,000 compounds, 0.3% hits. activation, % at 9.3 µM. cells; in the data active = activation above about 18%;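 note: 0% = vehicle-treated cells and 100% = reference agonist; values of inactives mirror those of a sister screen read the other way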
Arrestin-AP2 inh: inhibitors of beta-arrestin/AP2 binding, primary screen, biochemical, GPCR trafficking, flow cytometry | inhibition, % at 10 µM | 340,000 compounds, 0.31% hits | FITC-arrestin peptide / GST-AP2 beads; AP2 beta2 appendage carries R879A mutation | beta-arrestin 1 C-terminal peptide binding to AP2 beta2-adaptin appendage (human);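 active = inhibition above a set limit, near 3 SD of compounds lacking own fluorescence, cut at about 54% in these data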;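 note: plate controls were DMSO wells for no effect and 5 µM unlabelled arrestin peptide for full effect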
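System: GST-AP2 R879A glutathione beads. Medium: PBS with 0.05% Tween 20 and 0.1% BSA. Also added: FITC-arrestin peptide, 50 nM. Incubation: 12 min plus 1 h, RT. Measured by: high-throughput flow cytometry of beads, ex 488, em 535 nm. Evaluation: percent drop in bead-associated FITC signal.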
MOR-DOR inv ag: inverse agonists of MOR-DOR heterodimerization, primary screen, cell-based, luminescence. cell-based MOR-DOR heterodimer luminescence, inverse agonism. inhibition, % at 9.3 µM. 340,000 compounds, 0.21% hits. AID 504357, 2011; in the data active = inhibition above about 22%, passing the limit was not always enough;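 note: 0% = cells with DMSO and 100% = wells without cells with DMSO; values of inactives mirror those of a sister screen read the other way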
PKA-R1A act: activators of PKA-R1A holoenzyme, primary screen, biochemical, fluorescence polarization, Cy5-IP20, bovine R1A, mouse PKAc; 340,000 compounds, 0.083% hits; PKA-R1A dissociation; scaled: DMSO 0%, 113 µM cGMP 100%; activation, % at 11.4 µM; AID 504707, 2011; cAMP-dependent protein kinase type I-alpha regulatory subunit (Bos taurus) + …;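 active = percent activation above the mean of all tested compounds plus 3 SD, cut at about 19% in these data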;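 note: higher means more PKAc released from R1A so a rise in polarization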
V-ATPase pHluor: regulators of yeast V-ATPase proton pumping, primary screen, pHLuorin cytosolic pH fluorescence; response, % at 10 µM; S. cerevisiae; 350,000 compounds, 0.37% hits; in the data active = response mostly above about 7.3%, no sharp cut-off; inactive = mostly below about 5.4%; note: actives read high; inactives centre near 0; some compounds called inactive have numbers as strong as hits; reference of the scale not given here
PKA-R2B activ: activators of PKA-R2B holoenzyme, primary screen, biochemical, fluorescence polarization, Cy5-IP20, human. cAMP-dependent protein kinase catalytic subunit beta (Homo sapiens) + cAMP-dependent …. PKA-R2B holoenzyme dissociation; R2B truncated from residue 108, S112A mutant; 0% DMSO only, 100% 113 µM cGMP. activation, % at 11.4 µM. 340,000 compounds, 0.079% hits;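 active = activation above a cutoff set at the mean over all compounds plus 3 SD, cut at about 18% in these data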;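 note: higher means more holoenzyme dissociation and a rise in polarization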
Target sequence (P31323 whole entry, looked up, other chains not shown, the tested form may be a part): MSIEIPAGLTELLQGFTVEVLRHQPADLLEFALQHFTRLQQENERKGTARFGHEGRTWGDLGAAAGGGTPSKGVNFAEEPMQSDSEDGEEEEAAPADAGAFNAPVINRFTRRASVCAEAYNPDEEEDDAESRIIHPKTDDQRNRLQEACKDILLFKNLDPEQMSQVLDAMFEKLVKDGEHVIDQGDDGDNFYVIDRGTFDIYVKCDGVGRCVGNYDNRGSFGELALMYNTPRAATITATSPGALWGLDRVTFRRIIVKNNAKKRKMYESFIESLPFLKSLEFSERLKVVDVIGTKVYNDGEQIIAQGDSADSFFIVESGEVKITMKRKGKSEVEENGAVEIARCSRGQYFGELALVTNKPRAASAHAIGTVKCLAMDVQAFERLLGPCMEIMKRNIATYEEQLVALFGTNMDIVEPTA
DSG3 Ab inh: inhibitors of pemphigus antibody binding to DSG3, primary screen, biochemical, bead-based, flow cytometry, scFv-GFP. AID 588358, 2011. binding (percent of control), % at 10 µM. Desmoglein-3 (Homo sapiens), P32926. 310,000 compounds, 0.48% hits. DSG3-coupled beads, scFv-anti-DSG3-GFP binding; active compounds read low;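 active = binding more than 3 SD below its plate's average and above zero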;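 note: hits lower antibody fragment binding to DSG3; some compounds called inactive have numbers as strong as hits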
HTR5A ag ctr: HTR5A agonists in luminescence cell assay, primary screen, counter-screen for OPRM1-OPRD1 heterodimer agonist project, full-deck HTS; cell-based; activation, % at 9.3 µM; 340,000 compounds, 0.61% hits; in the data active = activation mostly above about 9.5%, no sharp cut-off; inactive = mostly below about 7.6%;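 note: 0% = cells with vehicle only and 100% = reference agonist; strong numbers were not always called active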
HTR5A inv ctr: HTR5A inverse agonists in luminescence cell assay, primary screen, counter-screen for OPRM1-OPRD1 heterodimer inverse agonist project, full-deck HTS; HTR5A cell line, inverse agonism; 5-hydroxytryptamine receptor 5A (Homo sapiens), P47898; inhibition, % at 9.3 µM; 340,000 compounds, 0.083% hits; AID 504634, 2011; in the data active = inhibition mostly above about 23%, no sharp cut-off; inactive = mostly below about 18%;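 note: 0% = cells with DMSO and 100% = no-cell wells with DMSO; some compounds called inactive have numbers as strong as hits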
An asterisk follows results filed as active; x = no result given. Rows are unselected; about 2.4% have a hit in one of these screens.

SMILES	DAGLB inh	OPRM1-OPRD1 ag	Arrestin-AP2 inh	MOR-DOR inv ag	PKA-R1A act	V-ATPase pHluor	PKA-R2B activ	DSG3 Ab inh	HTR5A ag ctr	HTR5A inv ctr
COc1ccccc1N1CCN(C(c2ccc(C)cc2)c2nnnn2C(C)C)CC1 (stereo not drawn)	-3.9	-0.1	0.6	0.2	8.6	-4.1	3.5	103.8	4.0	-12.4
O=C1CC(N2CCN(c3ccccc3)CC2)C(=O)N1c1cccc(Cl)c1 (stereo not drawn)	0.1	-2.0	3.6	9.9	-1.0	-0.6	6.0	109.9	3.1	-11.7
Cn1c(=O)c2c(nc(N3CCNCC3)n2Cc2cccc3ccccc23)n(C)c1=O	-2.1	-7.5	3.1	42.3*	-5.5	0.5	-0.5	x	-6.7	17.9
Nc1ccc(S(=O)(=O)N2CCCC2)cc1Cl	-0.1	-1.6	11.6	8.5	4.1	2.8	0.6	95.4	2.0	-6.2
O=C(CC(NS(=O)(=O)c1ccc(Cl)cc1)c1ccco1)NCc1cccnc1 (stereo not drawn)	-1.9	-3.1	-7.4	12.7	-1.4	0.9	-6.0	x	-0.2	0.4
Cc1ccc2nc(-c3cccc(N)c3)[nH]c2c1	0.7	-0.9	7.1	5.5	-13.6	-1.4	-6.4	108.9	1.5	-6.0
CN(C)S(=O)(=O)c1ccc(C(=O)NCCS(=O)(=O)N2CCN(c3ccc(F)cc3)CC2)cc1	1.3	-0.2	29.6	1.0	0.6	-2.7	0.0	96.3	0.6	-12.6
O=C(CNc1ccc(C(F)(F)F)cc1)Nc1cccc(S(=O)(=O)N2CCCC2)c1	-0.3	-0.5	-14.6	1.9	-9.2	2.3	-12.9	98.6	1.0	-2.1
COc1cc(Br)c(CCNC(=O)Cc2ccccc2)cc1OC	-1.2	-0.1	0.8	0.6	-14.1	-1.5	-6.6	x	1.4	-7.3
CC(C)N(Cc1ccccc1)C(=O)C1CCCN(c2ncnc3c2nc2n3CCCCC2)C1 (stereo not drawn)	-2.7	2.2	39.1	-11.8	-8.3	-0.5	-1.0	90.9	-3.2	13.0
Cc1ccc(-c2nc3cccnc3s2)cc1NC(=O)c1ccco1	-7.8	-3.5	-3.7	19.4	-0.1	0.4	0.2	85.2	2.0	-17.6
Cc1ccc(NC(=O)CN(C)C(=O)c2n[nH]c(=O)c3ccccc23)cc1	-1.4	-0.7	3.1	3.5	-6.8	8.8	3.5	102.6	0.4	-1.0
CCOC(=O)CC1COCCN1Cc1cn(C)nc1-c1ccccc1F (stereo not drawn)	-1.0	-1.1	15.3	5.7	-4.9	-0.9	-6.2	120.7	-4.8	0.9
Cc1ccnc(NS(=O)(=O)c2ccc(N=CC3=C(O)CC(C)(C)CC3=O)cc2)n1	-0.8	-2.4	8.2	13.0	-0.5	0.3	-1.1	104.7	-2.7	6.8
CCOc1ccc(C2c3c(oc4cc(C)c(C)cc4c3=O)C(=O)N2CCCN2CCOCC2)cc1 (stereo not drawn)	0.7	-2.9	3.5	14.3	8.3	-1.9	6.0	110.6	-4.5	11.9
CCCCNC(=O)c1cn(C)c2ccc(S(=O)(=O)N3CCCC3)cc2c1=O	0.3	-4.0	-3.4	20.6	-10.6	-3.0	-6.3	105.7	-0.8	1.4
COc1cc(SC)ccc1C(=O)Nc1nc2ccccc2[nH]1	-1.4	4.1	10.1	-23.0	-12.5	2.0	-15.6	89.4	2.2	-5.3
CCN(C(=O)Cn1c(=O)oc2ccccc21)c1cccc(C(F)(F)F)c1	-3.2	-0.3	-8.1	1.6	-3.7	-0.1	-15.2	112.5	-1.0	-2.0
Cc1ccc(NC(=O)N(CCCN2CCOCC2)Cc2cccnc2)cc1C	1.6	-2.8	-4.5	14.4	-11.9	-2.5	-5.9	96.2	4.3	-12.0
COc1ccc(NC(=O)N(C)C[C@@H]2OCc3cn(nn3)CCCC(=O)N([C@@H](C)CO)C[C@H]2C)cc1	1.8	x	x	x	6.4	-2.1	1.0	x	x	x
COc1ccc(/C=C2\Oc3cc(OCC(=O)N4CC(O)C[C@H]4C(=O)O)ccc3C2=O)c(OC)c1OC (stereo partly drawn)	-1.1	-1.5	3.1	7.7	6.8	0.2	4.0	106.2	-2.9	6.1
O=C(COc1ccc(/C=C\[N+](=O)[O-])cc1)N1CCOCC1	-0.3	1.0	-15.8	-4.9	-1.7	1.1	-5.8	97.7	-4.8	29.7
O=c1c2ccccc2ncn1-c1cccc([N+](=O)[O-])c1	-0.9	-1.8	25.1	9.0	-7.1	-1.9	-15.1	112.7	-1.6	-4.9
CC(C)(C)NC(=O)NCC1CCCC1NC(=O)NC(C)(C)C (stereo not drawn)	-2.1	-2.9	25.4	15.0	-9.7	2.1	4.2	87.4	0.3	-1.3
CC1(C)Cc2ccccc2-c2nnc(-c3ccc4ccccc4n3)n21	-1.3	-0.9	28.5	5.1	-15.7	-0.7	5.7	95.3	-1.7	6.2
The listing continues:
SMILES	DAGLB inh	OPRM1-OPRD1 ag	Arrestin-AP2 inh	MOR-DOR inv ag	PKA-R1A act	V-ATPase pHluor	PKA-R2B activ	DSG3 Ab inh	HTR5A ag ctr	HTR5A inv ctr
O=C(COC(=O)C1CC1)NCCc1ccccc1	-0.1	-2.5	12.3	12.6	2.4	4.9	7.3	95.5	-0.9	3.6
Cc1ccc(Cl)cc1NC(=O)C1C2CCC(O2)C1C(=O)O (stereo not drawn)	-2.0	-3.8	-15.2	18.1	-0.6	-1.5	2.0	90.5	1.1	-4.2
COc1ccc(C(Nc2cccc([N+](=O)[O-])c2)P(=O)(OC(C)C)OC(C)C)cc1 (stereo not drawn)	-0.8	-1.4	11.4	6.8	-17.4	-1.0	-14.7	x	4.3	14.7
Cn1c(=O)cc(SCC(=O)NCCCN2CCOCC2)c2ccccc21	0.3	-1.9	30.7	10.0	5.1	-1.2	-4.1	104.0	4.7	-6.5
CCC(=O)NC(=S)Nc1ccc(N2CCN(C(=O)c3ccc(Cl)cc3)CC2)cc1	-2.1	0.9	-5.0	-4.7	2.6	-0.8	-6.8	95.0	0.6	-25.4
O=C(O)c1c(C(=O)O)c(-c2ccc(F)cc2)n2c1CCC2	1.0	-2.8	0.9	14.2	-3.8	-2.4	-9.4	100.7	0.8	-2.9
O=C1c2ccc(-c3ccc(Cl)c(C(F)(F)F)c3)cc2S(=O)(=O)c2cccc(C(=O)N3CCN(c4ncc(Br)cn4)CC3)c21	-1.4	-2.9	-4.8	16.1	-9.9	1.1	-0.4	90.9	2.7	-0.4
COc1ccc(CNC(=O)CN2C(=O)c3ccccc3C2=O)cc1	-3.0	-0.8	17.5	3.6	-7.4	2.7	5.4	105.0	-5.4	19.5
CN(C)C(=O)N1CCC(C(=O)NCc2ccc3c(c2)OCO3)CC1	-0.8	-1.2	6.6	6.2	9.6	-3.8	0.4	103.2	3.7	8.6
CCOC(=O)C1CCCN(CC(O)COCc2ccc3c(c2)OCO3)C1 (stereo not drawn)	-7.8	1.4	-0.1	-6.7	-2.7	6.9	-0.9	99.0	0.2	-0.5
CCOC(=O)c1ccc(NC(=O)CSc2nc(N3CCOCC3)nc(N3CCOCC3)n2)cc1	-1.7	-2.1	-5.0	11.7	-14.5	-2.5	0.4	103.0	0.7	-0.1
O=C(CSc1ccc(C(F)(F)F)cn1)Nc1ccccc1	-4.1	-2.8	8.5	14.7	-7.1	3.9	1.6	103.8	1.4	-1.7
Cc1ccc(-c2nc(C3CCCN(S(=O)(=O)c4ccc(C(C)(C)C)cc4)C3)no2)cc1 (stereo not drawn)	-3.5	-0.4	-11.3	2.2	13.2	2.3	0.5	99.0	-1.9	5.7
O=C(COc1ncnc2ccccc12)NCCc1ccccc1	1.8	-4.9	14.2	22.6	-10.0	1.5	-0.8	x	0.1	-0.2
COc1ccc(NC(=O)CN(C)C(=O)C(C)Sc2ccccc2)cc1 (stereo not drawn)	-2.7	-1.9	27.1	10.3	-8.1	-4.3	3.1	111.8	0.8	-36.5
COc1ccccc1N(C(=O)c1snc(C(N)=O)c1N)C(C(=O)NCc1ccccc1)c1ccc(O)cc1 (stereo not drawn)	0.2	-1.6	17.4	8.5	7.1	-1.2	1.7	104.0	3.3	-9.3
CCc1ccc2nc(SCC(=O)N(CC)CC)c(C#N)cc2c1	-3.9	-2.2	-2.0	9.2	-5.7	-4.8	-2.4	x	4.2	-0.8
CCOC(=O)c1ccc(N2C(=O)C=CC2=O)cc1	0.0	-3.0	4.6	14.8	-9.5	3.2	0.7	94.8	2.4	-0.6
c1ccc(-c2nnc(Cn3c4ccccc4c4nc5ccccc5nc43)o2)cc1	-3.1	-2.5	-4.1	13.9	-11.9	5.0	0.6	99.8	-1.0	2.6
Cc1ccc(NC(=O)CC2S/C(=N/N=C3/NC(=O)CS3)NC2=O)cc1 (stereo not drawn)	-0.9	-2.6	2.4	12.4	2.4	-2.0	-5.3	107.8	-1.7	27.7
Cc1ccc(OCc2cc(C(=O)N3CCN(c4ccccc4)CC3)no2)cc1C	-3.2	0.7	6.9	-3.7	-1.3	-0.4	16.7	x	-0.4	-11.8
S=C(Nc1ccccc1)N1CCn2c(nc3ccccc32)C1	0.4	x	-9.9	x	6.3	-3.6	9.1	85.6	x	x
N#Cc1ccc2ccn(CC(=O)N3CCCc4ccccc43)c2c1	0.3	0.3	1.7	-1.7	-8.1	8.9	-8.0	99.4	-0.8	0.5
CCOC(=O)Cc1csc(SCc2nc3sc4c(c3c(=O)[nH]2)CCC4)n1	-2.6	-2.1	0.0	11.7	-4.7	0.0	2.2	102.2	14.8	-40.7
CC1CC(C)CN(S(=O)(=O)c2ccc(NC(=O)CCNC(=O)c3ccc([N+](=O)[O-])cc3)cc2)C1 (stereo not drawn)	3.0	-0.3	3.5	1.3	-3.8	0.2	-0.2	86.4	0.7	-18.7
Cc1nc(N2CCOCC2)sc1C=O	-0.3	-1.1	10.9	5.5	3.0	-1.0	2.7	x	-1.4	-22.4

MOR-DOR inv ag: what is marked active above.
| smiles | DAGLB inh | OPRM1-OPRD1 ag | Arrestin-AP2 inh | MOR-DOR inv ag | PKA-R1A act | V-ATPase pHluor | PKA-R2B activ | DSG3 Ab inh |
| --- | --- | --- | --- | --- | --- | --- | --- | --- |
| Cn1c(=O)c2c(nc(N3CCNCC3)n2Cc2cccc3ccccc23)n(C)c1=O | -2.1 | -7.5 | 3.1 | 42.3* | -5.5 | 0.5 | -0.5 | x |
